Compound activity from PubChem.
PglD inh – inhibitors of Campylobacter jejuni PglD acetyltransferase; 360,000 tested, 0.098% active; purified PglD enzyme, DTNB colorimetric CoA detection; AID 602405; inhibition, % at 12.5 µM; in the data active = inhibition above about 16%, passing the limit was not always enough; note: strong numbers were not always called active
LGR2 antag – blocks bursicon-induced cAMP signaling via Drosophila LGR2; HEK293 LGR2, CRE-luciferase, bursicon-stimulated, 4 h; inhibition, % at 9.99 µM; 380,000 tested, 0.35% active;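 active = drop in luminescence signal, shown as inhibition above about 50% in the replicate tests, limit read from the data, passing the limit was not always enough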;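 note: agonist challenge used bursicon conditioned medium at about half maximal strength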
GSIS activator – GLuc luminescence reporter in INS-1E cells, primary screen for activators of glucose-dependent secretion of insulin; 370,000 tested, 0.61% active; INS-1E GLuc reporter insulin secretion, 2-3 h; activation, % at 16.6 µM;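 active = lowest replicate activation of at least 40%, so every replicate reaches that level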;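 note: 0% = median of neutral control wells and 100% = median of IBMX positive control wells; some compounds called inactive have numbers as strong as hits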
Cneo AK release – Cryptococcus neoformans lysis via adenylate kinase release | 360,000 tested, 0.2% active | C. neoformans lysis, adenylate kinase release luminescence, 4 h; normalised: neutral wells 0, clomiphene wells 100 | lysis activity, % at 15 µM;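 active = mean lysis activity across replicates of at least 80%, whatever share of replicates individually reach that level; inactive = mean lysis activity below 80%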
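Assay system: C. neoformans cells. Amount: yeast cell density of 5 × 10^6 cells/mL. Technique: AK luminescence. Buffer or medium: YPD. Times: static 4 h at 37 °C with compound, 1 h detection. Dosing: single-point compound dose. Read-out: lysis from increased AK signal.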
PAX8 inh HTS – lowers PAX8-driven luciferase in RMG-I cells. 360,000 tested, 1.2% active. RMG-I TPO-luciferase reporter, SteadyGlo, 24 h. inhibition, % at 12.6 µM. AID 652154;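 active = mean replicate inhibition at least 60% with every replicate also reaching 60%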;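 note: luciferase light reporting Pax8 driven TPO promoter activity; plate controls were median of neutral control wells for no effect and mitoxantrone controls for full effect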
PGC1a acetyl inh – lowers PGC1a acetylation signal in U2OS cells. AlphaScreen anti-acetyl-lysine; with virally co-expressed GCN5 acetyltransferase. 350,000 tested, 0.17% active. inhibition, % at 15.6 µM;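 active = every replicate shows inhibition of at least 40%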;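 note: 0% = neutral control wells and 100% = positive control wells; some results beyond the cut were filed as inactive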
ARNT-TACC3 inh – disrupts binding between human ARNT and TACC3. Q9Y6A5. AlphaScreen His-ARNT PAS-B/GST-TACC3 binding, luminescence; TACC3 fragment carries E629A point mutation. inhibition, % at 9.99 µM. 390,000 tested, 0.66% active;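 active = mean inhibition of replicates at least 50% and at least half of replicates each reaching 50%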;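 note: 0% = complete ARNT plus TACC3 wells and 100% = ARNT alone without TACC3; many hits fall short of the cut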
C2C12 statin – protects C2C12 myotubes from simvastatin toxicity; rescue of ATP level, % at 7.49 µM; 330,000 tested, 0.78% active; AID 602340; ATP luminescence, 48 h; scaled: DMSO 0, geranylgeraniol control 100;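 active = mean ATP rescue above about 67%, or every replicate alone reaching that limit, limit read from the data, passing the limit was not always enough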;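 note: myotubes were challenged with 10 µM simvastatin during compound exposure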
Numbers without * were called inactive; nt = no result given.

Values run as follows: PglD inh	LGR2 antag	GSIS activator	Cneo AK release	PAX8 inh HTS	PGC1a acetyl inh	ARNT-TACC3 inh	C2C12 statin
> O=C(/C=C/c1ccc2ccccc2n1)N1CCN(S(=O)(=O)c2ccc(F)cc2)CC1
  nt	17.0	7.1	nt	67.7*	nt	-3.6	nt
> O=C(Nc1ccc(S(=O)(=O)NCc2ccccc2)cc1)C1CCCCC1
  -1.9	-1.3	48.4	3.9	12.1	nt	-5.4	0.6
> COc1ccc(CNC(=O)C(c2ccncc2)N(C(=O)Cc2cccs2)c2ccc(C)cc2)cc1 (stereo unspecified)
  -0.2	nt	nt	-0.8	nt	-7.2	4.2	-23.9
> COc1cccc(-c2cc(CNC(=O)[C@H]3O[C@@H](n4ccc(N)nc4=O)[C@H](O)[C@@H]3O)no2)c1
  -7.0	-18.6	1.5	-0.2	6.2	-6.5	nt	7.4
> C[C@H](CO)N1C[C@H](C)[C@H](CN(C)C(=O)NC2CCCCC2)Oc2ccc(NS(=O)(=O)c3ccc(F)cc3)cc2C1=O
  4.2	-34.1	-19.2	-11.8	-5.2	-1.7	10.9	-6.6
> CCOc1ccc(-n2c(-c3ccc(Cl)cc3)c[n+]3c2SCC3)cc1
  nt	5.5	-60.2	nt	86.3*	-13.9	0.4	nt
> CCOC(=O)c1c(Cl)c(C)nn1-c1nc(OC)cc(OC)n1
  nt	-8.4	14.2	nt	-20.0	nt	-4.3	nt
> C[C@@H]1CCC2[C@](C)(CO)[C@@H](O)CC[C@]2(C)[C@@]12CC[C@@](CO)(CC(=O)O)O2 (stereo partly specified)
  1.5	-10.4	-3.8	-1.2	3.0	nt	-6.6	-8.3
> CC[C@H](C)/C=C/C1=CC2=C(Cl)C(=O)[C@@]3(C)OC(=O)C(C(=O)[C@H](C)[C@@H](C)O)=C3C2=CO1
  -5.0	nt	nt	2.4	nt	5.2	6.0	9.1
> O=C1Nc2ccc(S(=O)(=O)NCC3CCCO3)c3cccc1c23 (stereo unspecified)
  nt	-0.3	33.9	nt	1.2	nt	3.5	nt
> COc1ccc(C(=O)c2ccc(CC#N)s2)cc1
  -7.9	nt	nt	3.7	nt	-3.2	23.5	-8.6
> Cc1ccc(-c2ccc3c(c2)O[C@H](CN(C)C(=O)Nc2ccc(F)cc2)[C@H](C)CN([C@@H](C)CO)S3(=O)=O)cc1
  1.5	19.8	1.2	1.2	nt	5.2	4.6	-10.5
> CC1(C(=O)N(CC(=O)NC2CCCC2)Cc2ccc(Cl)cc2)CC(=O)N=C2C=CC=CN21 (stereo unspecified)
  0.8	-12.9	0.1	-0.6	4.4	nt	-2.6	2.5
> CC(C(=O)N1CCOCC1)c1ccccc1 (stereo unspecified)
  2.8	-10.9	0.3	-1.2	14.7	nt	0.0	-1.5
> O=C(NCC1CC1)[C@@H]1[C@@H](CO)[C@@H]2Cn3c(cccc3=O)[C@@H]2N1Cc1cccc(F)c1
  nt	-0.6	28.2	nt	7.7	-1.8	nt	nt
> CC1(C)CC(=O)C(C=NCCc2ccc(O)cc2)=C(O)C1
  -6.5	nt	nt	-7.8	nt	-3.8	3.0	30.4
> Cc1cccc(-n2cc(CN3CCN(c4ccccn4)CC3)c(-c3cccc(F)c3)n2)c1
  nt	7.7	-10.7	nt	4.0	nt	-4.1	nt
> CCC(=O)c1ccc(OCC(O)CN2CCN(S(=O)(=O)c3ccc(NC(C)=O)cc3)CC2)cc1 (stereo unspecified)
  1.1	7.6	-3.7	2.8	15.3	nt	5.3	7.0
> CCCn1nc(NC(=O)CC)c2cc3cccc(C)c3nc21
  nt	7.0	-4.7	nt	4.9	nt	-4.5	2.7
> CCC(C)[C@H](NC(=O)N1CCCC1)C(=O)OC (stereo partly specified)
  -1.4	5.8	5.4	-0.1	nt	-1.7	-7.0	1.4

Ordered by molar mass (lowest first): part of the list above.
Values run as follows: PglD inh	LGR2 antag	GSIS activator	Cneo AK release	PAX8 inh HTS	PGC1a acetyl inh	ARNT-TACC3 inh	C2C12 statin
> CC(C(=O)N1CCOCC1)c1ccccc1 (stereo unspecified)
  2.8	-10.9	0.3	-1.2	14.7	nt	0.0	-1.5
> CCC(C)[C@H](NC(=O)N1CCCC1)C(=O)OC (stereo partly specified)
  -1.4	5.8	5.4	-0.1	nt	-1.7	-7.0	1.4
> COc1ccc(C(=O)c2ccc(CC#N)s2)cc1
  -7.9	nt	nt	3.7	nt	-3.2	23.5	-8.6
> CC1(C)CC(=O)C(C=NCCc2ccc(O)cc2)=C(O)C1
  -6.5	nt	nt	-7.8	nt	-3.8	3.0	30.4
> CCOc1ccc(-n2c(-c3ccc(Cl)cc3)c[n+]3c2SCC3)cc1
  nt	5.5	-60.2	nt	86.3*	-13.9	0.4	nt
> Cc1cccc(-n2cc(CN3CCN(c4ccccn4)CC3)c(-c3cccc(F)c3)n2)c1
  nt	7.7	-10.7	nt	4.0	nt	-4.1	nt
> COc1cccc(-c2cc(CNC(=O)[C@H]3O[C@@H](n4ccc(N)nc4=O)[C@H](O)[C@@H]3O)no2)c1
  -7.0	-18.6	1.5	-0.2	6.2	-6.5	nt	7.4
> CC1(C(=O)N(CC(=O)NC2CCCC2)Cc2ccc(Cl)cc2)CC(=O)N=C2C=CC=CN21 (stereo unspecified)
  0.8	-12.9	0.1	-0.6	4.4	nt	-2.6	2.5
> COc1ccc(CNC(=O)C(c2ccncc2)N(C(=O)Cc2cccs2)c2ccc(C)cc2)cc1 (stereo unspecified)
  -0.2	nt	nt	-0.8	nt	-7.2	4.2	-23.9

Continuation.
Values run as follows: PglD inh	LGR2 antag	GSIS activator	Cneo AK release	PAX8 inh HTS	PGC1a acetyl inh	ARNT-TACC3 inh	C2C12 statin
> O=C(Nc1cc([N+](=O)[O-])ccc1C(=O)NCCN1CCOCC1)c1ccccc1
  1.4	-0.5	33.7	0.8	5.1	-0.5	-1.1	nt
> COc1ccc(NC(=S)NCc2ccc(F)cc2)cc1
  3.4	6.4	-1.3	22.1	-36.4	-5.2	17.5	-0.1
> COc1ccccc1N1CCN(CCCCCCOc2ccc(F)cc2)CC1
  nt	-6.6	-8.1	nt	10.4	nt	7.3	nt
> COc1ccc2c(c1)C(=O)CC(c1ccc(OC)c(OC)c1)O2 (stereo unspecified)
  8.0	-16.3	24.4	-0.5	7.2	2.2	1.6	-4.5
> O=C(c1ccco1)N1CCN(C(=O)C2CCCN(S(=O)(=O)Cc3ccccc3)C2)CC1 (stereo unspecified)
  -6.0	nt	nt	1.5	3.3	1.5	5.4	-0.9
> NC(=O)CN1C(=O)NC2(CCCc3ccccc32)C1=O (stereo unspecified)
  5.2	-0.3	9.8	-1.3	-0.9	2.2	-0.6	nt
> COc1nc(N)c(S(=O)(=O)c2ccccc2C)cc1C#N
  -3.4	-8.1	24.9	-1.4	nt	-19.8	-3.7	36.1
> COc1ccc(S(=O)(=O)N(C)C[C@@H]2Oc3c(NC(=O)NC4CCCCC4)cccc3C(=O)N([C@H](C)CO)C[C@H]2C)cc1
  8.5	13.7	-7.8	1.4	nt	2.2	8.5	-19.4
> COc1ccc(S(=O)(=O)Nc2ccc3c(c2)CC(=O)N([C@@H](C)CO)C[C@H](C)[C@H](CN(C)C(=O)Nc2c(C)noc2C)O3)cc1
  -1.1	12.6	12.5	-1.8	-7.4	2.4	-7.3	-15.7
> C[C@H]1CN([C@@H](C)CO)C(=O)c2cccc(NC(=O)Nc3ccccc3)c2O[C@H]1CN(C)Cc1ccncc1
  2.4	6.2	19.4	54.9	-7.9	-1.4	-3.4	22.5
> CCCc1cn(CC[C@H]2CC[C@@H](NC(=O)C3CCCCC3)[C@H](CO)O2)nn1
  1.9	-4.4	2.2	0.6	-7.3	-16.1	-7.4	-0.2
> O=C(CSc1ccc(-c2cccs2)nn1)c1cccs1
  nt	-31.3	15.9	nt	-46.8	-33.4	-8.6	nt
> CCOC(=O)c1sc2ncnc(Nc3cccc(C(=O)O)c3)c2c1C
  3.9	-1.7	5.5	-1.1	6.8	nt	-13.3	-1.2
